OXTR potentiate: human OXTR potentiators, primary screen, fluorescence, CHO-OTR cells, Fluo-8 calcium | Oxytocin receptor (Homo sapiens), P30559 | Fluo-8 calcium fluorescence, potentiator mode; 0% = oxytocin EC15, 100% = EC100 | activation, % at 3 µM | 0.061% of 320,000 active | AID 2445, 2010;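 active means activation above that plate's cutoff, the mean activation of tested compounds plus 3 SD, cut at about 6.6% in these data, passing the limit was not always enough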;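 further: 100% uses oxytocin at 75 nM as the full agonist control; some results filed as inactive read as strong as hits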
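Measured by – Fluo-8 calcium dye fluorescence · Test system – human OTR in CHO cells · Dosing – one concentration, 3.0 µM compound · Controls – EC15 oxytocin alone as 0%, 75 nM oxytocin as 100% · Evaluation – normalized max/min fluorescence ratio, % activation · Timing – 6 min pre-incubation, 100 s read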
PfM18AAP inh: PfM18AAP inhibitors, malaria aminopeptidase, primary screen, biochemical, QFRET, recombinant enzyme; inhibition, % at 7.35 µM; 1.2% of 290,000 active; AID 1822, 2009; M18 aspartyl aminopeptidase (Plasmodium falciparum 3D7); H-Glu-NHMec fluorogenic cleavage;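 active means inhibition above the campaign mean inhibition over all tested compounds plus 3 SD, cut at about 28% in these data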;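 further: 0% = plate median of test compound wells and 100% = 2 mM ZnCl2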
OXTR agonist: human OXTR agonists, primary screen, fluorescence, CHO-OTR cells, Fluo-8 calcium; Fluo-8 calcium fluorescence; normalized: DMSO 0%, oxytocin 100%; 0.32% of 320,000 active; Oxytocin receptor (Homo sapiens), P30559; activation, % at 3 µM;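 active means activation above the mean of all tested compounds plus 3 SD, cutoff set per screening run, cut at about 20% in these data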;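 further: peak over basal fluorescence ratio from a 100 s FLIPR kinetic read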
V1R ag counter: agonists of human V1a receptor, primary screen, counter-screen for OXTR agonist project, fluorescence, CHO-V1R cells; Vasopressin V1a receptor (Homo sapiens), P37288; Fluo-8 calcium fluorescence, agonist mode; 0% DMSO, 100% 3 nM vasopressin; activation, % at 3 µM; 0.25% of 320,000 active;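 active means activation above the mean activation of all tested compounds plus 3 SD, per screening run, cut at about 20% in these data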;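 further: signal is peak over basal fluorescence ratio across a 100 second FLIPR read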
Target sequence (P37288 whole entry, looked up): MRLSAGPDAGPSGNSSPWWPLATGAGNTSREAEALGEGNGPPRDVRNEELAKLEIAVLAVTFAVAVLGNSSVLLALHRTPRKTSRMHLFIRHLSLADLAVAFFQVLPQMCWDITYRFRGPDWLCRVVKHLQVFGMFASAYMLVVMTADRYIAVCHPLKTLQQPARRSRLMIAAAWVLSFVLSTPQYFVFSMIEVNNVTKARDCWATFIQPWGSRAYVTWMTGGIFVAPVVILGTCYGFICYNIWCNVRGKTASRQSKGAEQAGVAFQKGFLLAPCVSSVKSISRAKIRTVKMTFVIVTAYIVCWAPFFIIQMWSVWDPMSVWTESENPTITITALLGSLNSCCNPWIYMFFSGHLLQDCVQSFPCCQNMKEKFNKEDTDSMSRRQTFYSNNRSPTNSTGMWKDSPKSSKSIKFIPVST
NALP1 yeast inh: NALP1 inflammasome inhibitors in reconstituted yeast, colorimetric, S. cerevisiae, triplicate retest; inhibition, % at 10 µM; 0.61% of 280,000 active; S. cerevisiae NALP1/ASC/caspase-1 growth, X-gal OD620, 72 h; in the data active means inhibition mostly above about 24%, no sharp cut-off; inactive means mostly below about 32%; further: some compounds called inactive have numbers as strong as hits
GPR7 antagonist: GPR7 receptor antagonists, primary screen, cell-based, fluorescence, single concentration; Neuropeptides B/W receptor type 1 (Homo sapiens), P48145; GPR7-expressing cells, fluorescence antagonist assay; inhibition, % at 4.4 µM; 1.1% of 290,000 active; AID 1861, 2009; in the data active means inhibition above about 16%, passing the limit was not always enough;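 further: cells stimulated with the agonist NPW; 0% = agonist with vehicle and 100% = vehicle without agonist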
Target sequence (P48145 whole entry, looked up): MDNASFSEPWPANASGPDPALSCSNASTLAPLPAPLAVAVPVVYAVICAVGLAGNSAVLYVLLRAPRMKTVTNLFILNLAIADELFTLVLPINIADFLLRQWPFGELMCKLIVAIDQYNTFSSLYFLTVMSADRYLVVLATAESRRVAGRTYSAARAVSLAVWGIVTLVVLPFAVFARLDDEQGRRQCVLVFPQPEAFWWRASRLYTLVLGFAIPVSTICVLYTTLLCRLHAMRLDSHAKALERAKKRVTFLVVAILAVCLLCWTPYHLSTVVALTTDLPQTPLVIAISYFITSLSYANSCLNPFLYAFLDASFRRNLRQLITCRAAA
GalR3 antagonist: GalR3 antagonists in HEK293 cells, primary screen, cell-based, fluorescence readout; AID 651719, 2012; 0.44% of 360,000 active; HEK293 GalR3-CNG cAMP membrane potential fluorescence; galR3 body fused to GalR1 C-terminus; inhibition, % at 3 µM; Galanin receptor type 3 (Homo sapiens), O60755;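 active means inhibition above the screen-wide average plus 3 SD, cut at about 13% in these data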;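 further: forskolin and galanin both at EC90 stimulate the cells; cAMP rise reported by CNG channel membrane potential dye signal; 0% = forskolin plus galanin with DMSO and 100% = forskolin alone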
Target sequence (O60755 1-299 limits assumed): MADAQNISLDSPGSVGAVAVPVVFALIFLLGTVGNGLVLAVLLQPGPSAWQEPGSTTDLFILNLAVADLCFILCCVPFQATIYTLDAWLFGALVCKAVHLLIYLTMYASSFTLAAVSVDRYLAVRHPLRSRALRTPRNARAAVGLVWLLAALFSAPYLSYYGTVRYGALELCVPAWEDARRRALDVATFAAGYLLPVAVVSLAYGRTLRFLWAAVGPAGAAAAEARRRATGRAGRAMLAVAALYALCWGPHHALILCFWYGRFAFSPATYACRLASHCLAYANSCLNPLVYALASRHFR
MEKK2 mut-MEK5: MEK5 binding signal on mutant MEKK2 PB1, primary screen, biochemical, multiplex bead flow cytometry, Alexa488-MEK5; Alexa488-MEK5 binding to MEKK2 mutant; percent response, % at 10 µM; 0.35% of 290,000 active; AID 1530, 2009; in the data active means percent response above about 24%, passing the limit was not always enough; further: inactives centre near 1; some results filed as inactive read as strong as hits
MEKK2wt PB1 HTS: modulators of MEK5 binding to wildtype MEKK2, primary screen, biochemical, multiplex bead flow cytometry, Alexa488-MEK5 | Mitogen-activated protein kinase kinase kinase 2 (Homo sapiens), Q9Y2U5 | Alexa488-MEK5 binding to MEKK2 WT; actives lie on both sides | binding response (% of control), % at 10 µM | 1.1% of 290,000 active; in the data active means binding response below about 67% or above about 130%
Active calls of the source: *; · = no result given; [ ] = remark or other dose. This is a random part of the collection. Share with any hit: about 4.1%.

Structure	NALP1 yeast inh	OXTR agonist	OXTR potentiate	V1R ag counter	MEKK2 mut-MEK5	PfM18AAP inh	MEKK2wt PB1 HTS	GPR7 antagonist	GalR3 antagonist
CCn1c(SCC(=O)N2CCOCC2)nc(O)cc1=O	-3	0.8	-4	-0.2	5	6	101	-5	3
CN(C(=O)c1cccc(NC(=O)C2CCCN(C(=O)OC(C)(C)C)C2)c1)C1CCC1 (configuration not stated)	·	0.3	1	2.1	·	·	·	·	-4
CC(Oc1cc2oc(=O)c3c(c2cc1Cl)CCC3)C(=O)NCCCN1CCCC1=O (configuration not stated)	-10	0.5	-8	0.4	3	-3	101	1	-8
Cc1cccc(NC(=O)c2cc(N3CCOCC3)nc3ccccc23)c1	6	-1.9	-7	-1.0	4	-5	107	0	2
Cc1cc(C)nc(NS(=O)(=O)c2ccc(NS(=O)(=O)c3ccccc3)cc2)n1	-7	0.4	-6	0.1	-1	4	95	4	-7
CCc1ccc(OCC(=O)NC(NC(=S)Nc2ccccc2C)C(Cl)(Cl)Cl)cc1 (configuration not stated)	24	1.3	-13	7.6	18	3	109	12	-5
CC(C)C(NC(=O)C1CCCCC1)C(=O)Nc1ccccn1 (configuration not stated)	-6	0.1	-7	0.0	25*	8	106	-3	0
COc1ccc(CN2C(=NC(=O)C3CC3)SC3CS(=O)(=O)CC32)cc1 (configuration not stated)	-8	0.9	-4	-0.5	-3	-4	97	-9	0
CCN(CC)S(=O)(=O)c1ccc(C)c(NC(=O)COC(=O)c2ccc(C)c(S(=O)(=O)N3CCOCC3)c2)c1	0	1.0	2	2.7	-7	8	89	0	-8
Nc1cc(C(F)(F)F)ccc1N1CCOCC1	0	0.6	-7	1.1	0	5	99	-6	-3
CCN1CCCC1CNC(=O)Cn1ncc2c(=O)oc3ccc(C)cc3c21 (configuration not stated)	21	-0.2	-1	0.3	4	7	110	-5	·
COc1ccc(N2CCN(CC(=O)c3ccc(O)cc3O)CC2)cc1	14	-0.1	-8	-0.3	2	37*	103	-11	4
N#Cc1cn(Cc2cccc(Cl)c2)c2ccccc12	20	-0.8	-9	0.9	12	0	109	5	5
Fc1ccccc1CSc1nncn1NCc1cccs1	10	0.5	-1	0.1	2	7	104	19*	-4
Cc1nn(C)c(=S)n1-c1ccc(Cl)cc1	17	-0.2	-10	-0.2	-7	9	93	-16	-7
O=C1CCC(C(=O)N2CCN(c3ccccc3Cl)CC2)CN1CC1CCCCC1 (configuration not stated)	18	2.7	-10	5.5	-1	-10	94	0	-6
CCN(C(=O)c1cc2cccc(OC)c2oc1=O)c1ccccc1	30	-0.2	-17	-0.8	1	1	99	-10	-1
CSc1ccc(-c2cccc([N+](=O)[O-])c2)nn1	2	-0.3	1	-0.3	2	-2	101	-18	-4
CCOC(=O)CNC(=O)CCCCCC(=O)NCC(=O)OCC	1	1.7	-1	1.3	1	2	104	3	-2
CCOc1ccc(S(=O)(=O)N2CCCCC2)cc1NC(=O)c1c(CC)noc1C	·	-1.7	-5	-0.3	·	·	·	·	-2

Some entries already given, limited to OXTR agonist and NALP1 yeast inh:
smiles,OXTR agonist,NALP1 yeast inh
CCc1ccc(OCC(=O)NC(NC(=S)Nc2ccccc2C)C(Cl)(Cl)Cl)cc1 (configuration not stated),1.3,24
Cc1nn(C)c(=S)n1-c1ccc(Cl)cc1,-0.2,17

Going on with the list:
Structure	NALP1 yeast inh	OXTR agonist	OXTR potentiate	V1R ag counter	MEKK2 mut-MEK5	PfM18AAP inh	MEKK2wt PB1 HTS	GPR7 antagonist	GalR3 antagonist
CCCCN(C(=O)NC(=O)Nc1ccccc1OCC)S(C)(=O)=O	0	0.8	-6	3.3	2	-12	104	-3	-4
COc1ccccc1C(=O)NC(=S)Nc1ccccc1N1CCCCC1	1	-0.4	-6	0.1	6	11	100	-29	-5
CCOC(=O)c1sc2nc3n(c(=O)c2c1C)CCC(C)CC3 (configuration not stated)	11	-1.1	5	-2.0	5	-3	103	7	-7
COCCNC(=O)c1ccc2c(=O)n(CCOC)c(=O)[nH]c2c1	0	0.1	-12	-0.1	3	1	111	-20	-7
CC(C)c1ccc(C(=O)NN2C(=O)C3CCCCC3C2=O)cc1 (configuration not stated)	22	0.6	-6	0.4	-5	15	91	4	-4
CC(C)(C)C(=O)OC/C(N)=N/OC(=O)c1ccccc1	7	-0.5	-7	0.8	0	-3	101	-6	-1
CCOc1ccccc1NC(=O)Nc1ccc(Br)cc1C	6	-1.7	-18	-1.2	-25	0	77	-2	-4
CCn1c(SC)nnc1C1CCCN(CC(=O)Nc2ccccc2N2CCOCC2)C1 (configuration not stated)	2	-0.9	-13	0.1	-3	4	102	-9	-7
Cc1nn(C(=O)Cn2ccc([N+](=O)[O-])n2)c(C)c1Br	-2	0.6	-2	0.7	-4	-4	97	13	-10
C=CCn1c(SCC(=O)c2ccc(O)c(O)c2)nnc1-c1cccc(C)c1	·	0.3	-3	0.2	·	·	·	·	-4
COC(=O)C(C(=O)N1CCN(C)CC1)C1CCCCCC1 (configuration not stated)	-18	-0.9	-4	0.3	-2	-4	101	-9	1
COc1ccc(CN2CCC(=O)N([C@H](CO)CC(C)C)CC2)cc1	0	1.0	-3	0.7	-4	0	103	-1	-8
Cn1c(CCNC(=O)c2ccccc2F)nnc1SCC(=O)Nc1nncs1	-19	0.2	-6	-1.1	-1	1	102	2	-11
CCCc1cc(-c2n[nH]c(=S)n2CC)c2ccccc2n1	22	-1.5	-6	-1.1	-2	2	101	-8	·
Cc1nc2nc(Cc3ccccc3)[nH]n2c(=O)c1Cc1ccccc1	-7	-2.4	-13	-1.4	2	-8	104	-6	2
CNc1cc(C)nc(-n2nc(C)cc2C)n1	12	0.0	-5	0.7	8	6	106	-1	0
Cc1nnc2c(N3CCN(CCO)CC3)nc3ccccc3n12	13	0.2	-3	0.5	0	3	100	6	-8
O=C(CCC1CCCN(C(=O)c2ccncc2)C1)NCc1ccc(F)c(F)c1 (configuration not stated)	12	-0.2	0	-0.5	-6	-3	97	-13	-5
Cc1onc(-c2ccccc2)c1C(=O)NNC(=O)c1ccccc1Br	·	-0.2	1	0.8	·	·	·	·	-7
Cc1ccc(OCC(=O)NNC(=O)C2CC(=O)N(c3ccc4c(c3)OCCO4)C2)cc1 (configuration not stated)	·	-1.1	-8	0.0	·	·	·	·	-2
O=C(Nc1cccc(C(F)(F)F)c1)NC1CCN(S(=O)(=O)c2ccc(F)cc2)CC1	20	2.5	-12	5.2	4	-7	120	10	-7
O=C(Oc1ccc2c(c1)OCO2)c1cc2c(s1)CCC2	19	-1.1	-4	-1.1	-4	1	99	10	-3
Cc1ccc(S(=O)(=O)N2CCN(C(=O)COC(=O)c3c(C)cc(C)cc3C)CC2)c(C)c1	·	-0.6	-3	1.5	·	·	·	·	15*
CCOC(=O)N1CCN(C(=O)CN(c2ccccc2OC)S(=O)(=O)c2ccc(C)cc2)CC1	-7	-0.2	-6	0.1	-25	-2	18*[inhibitor]	-10	-2
CCCn1c(C2CCCN2c2nc(-c3ccc(OC)cc3)cs2)nc2ccccc21 (configuration not stated)	22	-1.5	2	-1.5	0	8	94	-10	·
CCc1cccc(C)c1NC(=O)Cn1c(NCCO)nc2ccccc21	29	0.4	-4	-1.2	10	-3	104	9	-2
CN(C)S(=O)(=O)c1cccc(C(=O)OCC(=O)c2c(N)n(C)c(=O)n(C)c2=O)c1	32	0.8	-5	0.5	-1	-2	102	-13	7
Cc1nn(-c2cc(N3CCOCC3)ccc2N)c(=O)c2ccccc12	-14	-0.5	-7	0.5	2	-4	103	-13	-3
O=C1N(Cc2cccnc2)C[C@@H]2C[C@@H](c3ccccc3C(F)(F)F)N3CCC[C@@]123	·	0.5	-2	-0.9	-29	-21	74	3	-5
CCNc1ccc(C(=O)OCC(=O)NCc2ccc(C)cc2)cc1[N+](=O)[O-]	18	-1.0	-2	0.7	14	-1	108	-6	-1
CCN(CC)S(=O)(=O)c1ccc(N2CCN(c3ccccc3O)CC2)nc1	-13	7.2	-14	8.7	-1	17	98	1	-12
Cc1ccc(NC(=O)CN2C(=O)N/C(=C\c3ccco3)C2=O)cc1	·	0.5	3	0.2	·	·	·	·	-4
COc1cc(CNCc2c[nH]c3ccccc23)cc(OC)c1	27	11	-16	4.1	6	6	114	15	-9
O=c1ccc(-c2ccc(S(=O)(=O)N3CCCCC3)o2)n[nH]1	4	-1.7	-12	-0.2	-1	2	94	-4	-4
FC(F)(F)c1nc2ccccc2[nH]1	2	-0.1	-6	-0.2	-5	1	93	-18	-6
O=C(O)c1nn(-c2ccccc2)ccc1=O	-5	0.9	-6	1.1	2	2	102	-1	-4
C/C(=N\NC(=O)C1CCCN(S(=O)(=O)c2ccccc2)C1)c1ccncc1 (configuration not stated)	29	-0.8	-11	0.2	4	-2	104	-9	2
CCOC(=O)c1c(C)n(CCO)c2ccc(O)cc12	17	-0.1	-4	0.3	9	-5	103	-2	2
CCCN1CCC(NC(=O)C2CC=CCC2C(=O)O)CC1 (configuration not stated)	12	0.7	-7	0.8	3	-1	104	-19	-3
CCCCNCCCOc1cc(Cl)ccc1Cl	1	3.1	-16	1.8	·	17	·	6	-7
CCOC(=O)N1CCC(NS(=O)(=O)c2cc(C(=O)OC)n(C)c2)CC1	8	1.4	-5	0.7	-1	0	101	-2	-2
CC(C(=O)Nc1ccc(O)c(C(=O)O)c1)N1C(=O)/C(=C/c2cccs2)SC1=S (configuration not stated)	5	0.4	-6	-1.1	2	30*	103	-20	-1
CC(=O)Nc1ccc(S(=O)(=O)NC2(C(F)(F)F)C(=O)Nc3c2c(=O)[nH]c(=O)n3Cc2ccco2)cc1 (configuration not stated)	1	0.8	-3	0.5	-2	2	95	-6	9
COc1ccccc1/C=N/NC(=O)CSc1ccc2ccccc2n1	12	1.6	-16	-0.2	2	-2	102	8	-13
O=[N+]([O-])c1nn(-c2ccccc2)n(O)c1=NC1CCN(Cc2ccccc2)CC1	9	0.1	-4	1.9	3	8	106	-10	-3
CCOc1ccccc1CN1CCN(Cc2nc3c(s2)CCCC3)CC1CCO (configuration not stated)	35*	-0.8	-18	0.2	-14	-4	76	-2	3
